GLS inhibitor – blocks human kidney-isoform glutaminase activity; O94925; 410,000 tested, 0.21% active; GLS enzymatic activity, qHTS titration; Potency, µM (doses to about 45.5 µM), for the others: at the top dose activity change, negative = inhibition, most hits filed as inhibitors; also: potency is read from the fitted curve at half-maximal effect; % is scaled to controls: 0 for no effect and ±100 for the full control effect
Target sequence (O94925 whole entry, looked up, canonical isoform): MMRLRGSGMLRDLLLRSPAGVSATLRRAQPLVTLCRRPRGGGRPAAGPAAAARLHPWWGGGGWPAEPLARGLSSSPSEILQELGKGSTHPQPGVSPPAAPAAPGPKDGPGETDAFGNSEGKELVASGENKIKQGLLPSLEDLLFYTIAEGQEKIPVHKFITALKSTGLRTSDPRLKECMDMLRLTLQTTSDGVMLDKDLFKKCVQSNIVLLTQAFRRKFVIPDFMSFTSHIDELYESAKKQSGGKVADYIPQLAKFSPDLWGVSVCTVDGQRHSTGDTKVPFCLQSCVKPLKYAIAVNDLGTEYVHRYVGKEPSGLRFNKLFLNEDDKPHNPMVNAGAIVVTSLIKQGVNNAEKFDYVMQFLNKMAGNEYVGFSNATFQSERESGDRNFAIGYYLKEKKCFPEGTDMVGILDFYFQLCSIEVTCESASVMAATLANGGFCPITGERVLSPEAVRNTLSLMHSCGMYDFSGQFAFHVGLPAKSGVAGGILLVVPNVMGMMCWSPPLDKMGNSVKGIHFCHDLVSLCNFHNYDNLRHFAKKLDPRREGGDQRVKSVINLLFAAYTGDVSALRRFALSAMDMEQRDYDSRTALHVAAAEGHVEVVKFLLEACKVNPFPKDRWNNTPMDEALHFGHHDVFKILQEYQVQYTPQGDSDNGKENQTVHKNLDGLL
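Two-point fluorescence kinetic (t0, 30 min RT) for hKGA; glutamate detected via glutamate oxidase–HRP–Amplex Red. Substrate: 1 mM L-glutamine solution; buffer 45 mM KH2PO4, pH 8.2.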
RGS4 inhibitor – blocks human RGS4-accelerated GTP hydrolysis | P49798 | Transcreener GDP fluorescence polarization, RGS4-accelerated GTP hydrolysis | Potency, µM (doses to about 114 µM), inactives show at the top dose activity change, negative = inhibition, actives largely listed as inhibitors | 390,000 tested, 0.039% active | AID 504845; also: potency is read from the fitted curve at half-maximal effect; % is scaled to controls: 0 for no effect and ±100 for the full control effect; nearly all actives have a fitted effect of over 75% in size; some results filed as inactive show a strong effect at the top dose
Target sequence (P49798 whole entry, looked up): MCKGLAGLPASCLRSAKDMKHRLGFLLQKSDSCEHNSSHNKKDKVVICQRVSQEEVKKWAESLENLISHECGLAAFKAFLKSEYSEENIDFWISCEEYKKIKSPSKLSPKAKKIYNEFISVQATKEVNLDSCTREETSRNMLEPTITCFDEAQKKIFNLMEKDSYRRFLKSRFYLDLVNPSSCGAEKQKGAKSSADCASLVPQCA
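MLSMR compounds (23 nl, pin-transferred) preincubated 10 min at room temperature with a 500nM (2x) first reagent, then RGS4 at 900nM (2x) plus Transcreener GDP mix added; fluorescence polarization (620/688 nm) read before and after 90 min at 30 °C.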
JMJD2A Tudor inh – JMJD2A Tudor domain (human) inhibition; Potency, µM (doses to about 114 µM), for the others: top-dose activity change, negative = inhibition, actives largely listed as inhibitors; O75164; AID 504339; 390,000 tested, 4.4% active; AlphaScreen JMJD2A-Tudor / H3K4me3 peptide binding; also: potency is read from the fitted curve at half-maximal effect; % is scaled to controls: 0 for no effect and ±100 for the full control effect; nearly all actives have a fitted effect of over 50% in size
HP1b binding inh – HP1-beta chromodomain-methylated histone interaction inhibition; AlphaScreen HP1-beta / biotin-H3K9me3 peptide binding; Potency, µM (series often up to 114 µM), for the others: at the top dose activity change, negative = inhibition, usual class: inhibitors; 390,000 tested, 0.56% active; AID 540317; also: potency is read from the fitted curve at half-maximal effect; nearly all actives have a fitted effect of over 70% in size; inactives centre near 23
Target sequence (P83916 whole entry, looked up): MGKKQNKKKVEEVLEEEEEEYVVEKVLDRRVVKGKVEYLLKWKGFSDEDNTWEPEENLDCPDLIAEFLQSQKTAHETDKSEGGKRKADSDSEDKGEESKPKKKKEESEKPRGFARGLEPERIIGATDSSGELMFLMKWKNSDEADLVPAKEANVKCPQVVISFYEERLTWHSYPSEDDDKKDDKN
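AlphaScreen: HP1-beta (50 nM) preformed 30 min with biotin-H3(1-18)K9me3 peptide (50 nM) in PBS pH 7.4, 0.01% Tween-20. Compound added for 30 min at RT, then streptavidin donor/nickel chelate acceptor beads (10 ug/mL) for 30 min.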
G9a inh – G9a (human) methyltransferase inhibition; Q96KQ7; G9a H3K9 monomethylation, AlphaScreen, 2 h; Potency, µM (doses to about 102 µM), inactives show at the top dose activity, negative = inhibition, most hits filed as inhibitors; 350,000 tested, 8.8% active; also: potency is read from the fitted curve at half-maximal effect; % is scaled to controls: 0 for no effect and ±100 for the full control effect; nearly all actives have a fitted effect of over 75% in size
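Enzyme 20 nM + cpd, 15 min RT; add b-H3K9 pep 500 nM / SAM 20 uM; 2 h RT; anti-H3K9me1 Ab 0.5 ug/mL + SA donor / anti-rabbit acceptor beads 20 ug/mL each, 10 min; AlphaScreen read.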
12-LOX inh – inhibitors of human 12S-lipoxygenase ALOX12; P18054; purified 12hLO, xylenol orange hydroperoxide absorbance; Potency, µM (doses to about 108 µM), for the others: at the highest dose activity change, negative = inhibition, actives largely listed as inhibitors; 580,000 tested, 1.1% active; AID 1671190; also: potency is read from the fitted curve at half-maximal effect; % is scaled to controls: 0 for no effect and ±100 for the full control effect
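Purified human 12hLO (150 nM final) in 25 mM Hepes, 0.01% Triton X-100, pH 7.0 was preincubated 15 min at room temperature with compound. Then 40 uM arachidonic acid was added, 30 min. Hydroperoxide was read by Fe-XO absorbance ratio 573/405 nm.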
PI4K2A block – blocks human PI4K2A kinase activity | activity change, negative = inhibition, % at 76.9 µM | purified PI4K2A, ADP-Glo luminescence, 1 h; hits give low values | 420,000 tested, 0.13% active; in the data active = activity change below about -50%; inconclusive = mostly about -30% to -49%;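 also: -100% = wells without enzyme as full effect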
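In this quantitative HTS, ADP production by PI4K2A was quantified luminescently after 1 h at ambient temperature; 100 microM adenosine served as plate-quality control.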
ERG Ets-DNA blk – ERG Ets/DNA interaction inhibition; P11308; fluorescence polarization, His-ERG Ets domain / labelled DNA; Potency, µM (doses to about 76.9 µM), inactives show at the highest dose FP activity, negative = inhibition, hits mostly inhibitors; 370,000 tested, 0.028% active; AID 624246; active = well fitted inhibition curve with a large enough effect in the polarisation, with a control signal flat; inconclusive = small, poorly fitted or top-dose-only effect, or effect the other way, or a change in a side signal; inactive = no such curve, though single readings can be large or run the other way; the % refers to the polarisation;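 also: polarization taken with two DNA probes labelled with fluorescein and Texas red; potency is read from the fitted curve at half-maximal effect; % of control where 0% means no effect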
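His-tagged ERG Ets domain (1 uM in the protein solution; 300mM KCl, 50mM Tris-HCl, 1mM EDTA, 1mM DTT, pH 7.5) received compound, then a probe mix of 5 nM fluorescein-DNA and 100nM Texas-615-DNA. Fluorescence polarization was read for both dyes.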
BAZ2B inh – inhibitors of human BAZ2B bromodomain | Q9UIF8 | AlphaScreen BAZ2B-H3K14Ac peptide displacement | Potency, µM (series often up to 114 µM), for the others: top-dose activity change, negative = inhibition, actives largely listed as inhibitors | 360,000 tested, 4.4% active | AID 504333; also: potency is read from the fitted curve at half-maximal effect; % is scaled to controls: 0 for no effect and ±100 for the full control effect; nearly all actives have a fitted effect of over 60% in size
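Multi-concentration screen (max 110 uM) measuring displacement of acetylated histone H3 peptide from BAZ2B by AlphaScreen, using 50 nM protein, 50 nM peptide and 10 ug/mL streptavidin donor plus Ni-chelate acceptor beads.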
Numbers without * were called inactive; i = inactive; ? = inconclusive; . = no result given; & = joins results of further samples; [ ] = another dose, or the depositor's remark. Unless noted, calls follow the shape of the dose curve; as a rule, active = well fitted curve in the direction sought with a large enough effect; inconclusive = small, poorly fitted or top-dose-only effect, or another doubt; inactive = no such curve, though single readings can be large; an effect the other way counts as inactive or inconclusive. Not all compounds are listed; rates above refer to the full screens.

SMILES	GLS inhibitor	RGS4 inhibitor	JMJD2A Tudor inh	HP1b binding inh	G9a inh	12-LOX inh	PI4K2A block	ERG Ets-DNA blk	BAZ2B inh
CCOC(=O)c1oc2c(c1C)-c1nn(Cc3cccc(Cl)c3)cc1CC2	2%	-17%	1%	68%[activator]	29%[59 µM]	-22%	-3	-4%	3%
CSc1ncccc1C(=O)OCC(=O)N(CC(C)C)c1c(N)n(Cc2ccccc2)c(=O)[nH]c1=O	1%	6%	-20%	33%	.	16%	2	13%	-15%
COc1cc(NC(=O)c2ccco2)ccc1NC(=O)C(C)C	0%	7%	-3%	24%	-2%	-25%	-1	-1%	-7%
CC(C)Oc1ccc(C(=O)Nc2ccc([N+](=O)[O-])cc2)cc1	1%	0%	-4%	31%	-18%	3%	2	-5%	-18%
CCN(C(=O)c1cn(C)c(=O)c2cc(OC)c(OC)cc12)c1ccccc1C	6%	-11%	-16%	32%	-5%[59 µM]	-7%	-2	2%	1%
COc1ccc(NC(=O)CCNC(=O)Cn2cnc3sc4c(c3c2=O)CCCC4)cc1OC	-3%	-13%	-3%	4%	-5%	0%	-1	0%	-18%
Cc1ccc(NC(=O)c2sc3ncn(CC(=O)N4CCN(c5ccccn5)CC4)c(=O)c3c2C)cc1F	-3%	-34%[56.9 µM]	-30%	8%	35%	-3%	-3	7%	-15%
CCNC(=S)NC1CC2CCCC(C1)N2CCc1ccccc1 (stereo not drawn)	4%	5%	-18%	25%	5%	11%	0	7%	-18%
Cn1c(N)c(C(=O)Nc2ccc(-c3ccccc3)cc2)sc1=S	-12%	?	50µM*	?	8.9µM*	-12%	4	3%	50µM*
CCCN1CCN(C(=S)Nc2ccc(S(N)(=O)=O)cc2)CC1	23%	17%	-16%	-12%	?	-5%	-2	0%	4%
COC(=O)c1cc(COC(=O)c2nc3nccc(C)n3n2)oc1C	8%	1%	-13%	27%	?	-4%	4	-3%	-3%
Cc1sc2ncnc(SCC(=O)NC3CC3)c2c1C	-4%	11%	-11%	19%	-42%	-15%	3	-20%	4%
CSc1cccc(CN2CCCC(CNC(=O)c3ccco3)C2)c1 (stereo not drawn)	0%	6%	-6%	24%	45%	-12%	-1	-7%	-15%
CCn1c(C)c(C)c2cc(C(=O)N3CCCC3)ccc21	-6%	7%	-24%	-1%	-4%	0%	1	1%	-36%
Nc1ccc(-c2c3ccccc3nc3ccccc23)cc1	-3%	6%	-5%	5%	-1%	0%	1	4%	3%
COC(=O)C[C@H](NC(=O)Cn1cc(C)c(=O)[nH]c1=O)C(=O)OC	-4%	12%	-14%	37%	.	-12%	-4	-2%	.
Cc1ccc(S(=O)(=O)N2CCCOC2CNC(=O)C(=O)NC2CCCC2)cc1 (stereo not drawn)	1%	6%	-17%	10%	.	1%	5	-2%	-4%
O=C1NCC(O)=C1C=Nc1ccccc1O	24%	-13%	-2%	91%[activator]	1%	-6%	0	7%	-2%
O=C(NCCCn1ccnc1)c1nc(Cn2cc(Br)cn2)no1	1%	20%	-13%	21%	38%	7%	-2	-11%	?
Cc1ccc(N2CC(C(=O)OCc3nc(N)nc(Nc4ccccc4C)n3)CC2=O)cc1 (stereo not drawn)	-2%	-11%	-25%	-8%	-1%[0.501 µM]	-17%	-3	25%	0%
CCCCN(CCCC)CCNC(=O)Cn1nc(CC)n2c(cc3sccc32)c1=O	2%	-16%	-17%	52%[activator]	35%[59 µM]	5%	0	3%	1%
CCOC(=O)CSc1nc2sc3c(c2c(=O)n1-c1ccc(OCC)cc1)CCN(C)C3	?	1%	-28%	18%	-27%[2.33 µM]	-28%	-3	-1%	?
CCOc1ccc(N2CC(C(=O)Nc3ccccn3)CC2=O)cc1 (stereo not drawn)	-3%	-18%	-4%	68%[activator]	7%	9%&-7%	3	-27%	-36%
NC(=O)c1cc(S(=O)(=O)NCc2cccc(Br)c2)cs1	2%&-10%	2%&6%	14%&-11%	33%&16%	33%[activator]	3%&-24%	-4&3	1%&-4%	-2%&-1%
COc1cc(/C(C)=N/N2CCN(Cc3ccc(C)cc3)CC2)ccc1O	2%	10%	-23%	8%	10%[0.501 µM]	-16%	1	10%	0%
c1ccc2c(c1)[nH]c1ccccc12	6%	17%	-8%	23%	.	28%	1	-3%	.
Cc1c(NC(=O)C(C)OC(=O)C(NC(=O)c2ccco2)C(C)C)c(=O)n(-c2ccccc2)n1C (stereo not drawn)	-5%	8%	-7%	32%	-7%[12.7 µM]	-23%	2	-4%	49%[activator]
CCCOC(=O)C1NC(=O)N2C(C(=O)OCCC)C(C)(C)S[C@H]12 (stereo partly drawn)	-2%	-2%	-6%	45%[activator]	.	-23%	1	-4%	.
COc1ccc(NC(=O)NCCc2cccc(Cl)c2)cc1OC	24%	-5%[11.4 µM]	-20%	32%	30%	1%	-5	20%	-18%
CCNC(=S)NNC(=O)c1cccc(Br)c1	-4%	-17%	-9%	33%	.	16%	-3	.	6%
CC(=O)c1cccc(NC(=O)C(C)OC(=O)CCn2c(C)csc2=O)c1 (stereo not drawn)	4%	-3%	-18%	41%	19%[12.7 µM]	4%	4	2%	0%
CC(C)CNc1nc(Oc2ccc(=O)[nH]n2)nc(N2CCOCC2)n1	2%	-9%	-10%	38%[activator]	.	9%	5	-1%	-11%
CCc1sc(C(=O)NC)cc1Br	-4%	18%	-18%	6%	0%[59 µM]	?	0	-1%	?
CCc1ccccc1NC(=O)CN(C)C(=O)CSc1nnc(Nc2ccc(C)cc2)s1	-2%	-8%	-8%	21%	?	-3%	-3	.	3%
COc1ccc(NC(=O)Cn2c(=O)n(-c3ccc(C)c(C)c3)c(=O)c3c4c(sc32)CCCCC4)cc1Cl	0%	-7%	1%	26%	5%[59 µM]	-5%	-4	0%	6%
Cc1nn(CCOc2ccccc2)c(=O)n1-c1ccccc1F	5%	23%	-1%	34%	-31%[12.7 µM]	4%	-4	6%	-3%
CC(OC(=O)c1cccs1)C(=O)NCc1cccs1 (stereo not drawn)	1%	-17%	9%	18%	-8%	5%	2	-10%	-5%
Cc1ccc(C)c(S(=O)(=O)N2CCN(C(=O)Cc3ccccc3)CC2)c1	-11%	-12%	4%	22%	4%[0.501 µM]	17%	1	1%	2%
C=CCNC(=O)CSc1cc([N+](=O)[O-])cc(S(=O)(=O)Cc2ccccc2)c1	4%	-38%	-24%	9%	?	-31%	-4	-3%	-29%
COc1ccc(C(=O)NC2=NCCS2)cc1	-19%	0%	-13%	-18%	-2%[12.7 µM]	i	-2	7%	0%

Given with two lines to a compound: entries from further up
Values run as follows: GLS inhibitor	RGS4 inhibitor	JMJD2A Tudor inh	HP1b binding inh	G9a inh	12-LOX inh	PI4K2A block	ERG Ets-DNA blk	BAZ2B inh
- Cc1c(NC(=O)C(C)OC(=O)C(NC(=O)c2ccco2)C(C)C)c(=O)n(-c2ccccc2)n1C (stereo not drawn)
    -5%	8%	-7%	32%	-7%[12.7 µM]	-23%	2	-4%	49%[activator]
- CCNC(=S)NNC(=O)c1cccc(Br)c1
    -4%	-17%	-9%	33%	.	16%	-3	.	6%

Carrying on.
SMILES	GLS inhibitor	RGS4 inhibitor	JMJD2A Tudor inh	HP1b binding inh	G9a inh	12-LOX inh	PI4K2A block	ERG Ets-DNA blk	BAZ2B inh
CCN1CCCC1CNCC(O)COc1ccc(C(C)(C)C)cc1C (stereo not drawn)	-20%	?	1.6µM*	7%	?	-20%	1	-6%	?
NS(=O)(=O)c1cccc(NC(=O)CSc2nnc(C3CC3)n2Cc2ccccc2)c1	-2%	5%	-2%	24%	17%[12.7 µM]	-6%	0	4%	-9%
O=C(CSCc1ccccc1Cl)Nc1ccc2c(c1)OCCO2	-1%	-21%	-19%	4%	26%[0.501 µM]	-4%	0	0%	?
O=C(NCCC(=O)N1CCOCCOCCOCCOCC1)OCc1ccccc1	0%	-8%	4%	40%[activator]	?	4%	-3	-4%	-10%
CCOc1cc2[nH]c(=S)n(CCC(=O)NCc3ccc(OC)cc3)c(=O)c2cc1OCC	-11%	-4%	1%	47%[activator]	-6%[59 µM]	-23%	7	-8%	-1%
COc1ccc(C(=O)NC(=S)Nc2cccc(Cl)c2N2CCOCC2)cc1[N+](=O)[O-]	3%	-6%	?	-9%	?	-26%	-6	-1%	?
CC(C)c1ccc(/C=C2\C(=O)N(CCN3CCOCC3)C(=S)N2C)cc1	-1%	-8%	?	4%	?	-27%	9	0%	?
CCSc1nc(-c2cccnc2)ccc1C#N	2%	10%	17%	52%[activator]	11%[59 µM]	0%	-1	-1%	2%
Cc1c(S(=O)(=O)NCCc2ccccc2)c(=O)n(C)c(=O)n1C	0%	-11%	8%	23%	-30%	11%	2	-8%	-35%
Cc1ccc(CN2c3ccccc3S(=O)(=O)c3ccccc32)cc1	-3%	-3%	-17%	4%	-28%[59 µM]	-19%	4	10%	-43%
COCc1cc(SC2CCCCC2)nc(C)n1	14%	-3%	7%	54%[activator]	1%	4%	-6	1%	-3%
COCCCn1c(SCC(=O)Nc2ccc(C(C)=O)cc2)nc2ccccc2c1=O	4%	-22%	-15%	1%	-23%	-20%	0	-1%	-28%
COc1ccc(C(=O)CCC(=O)NCc2cc(OC)cc(OC)c2)cc1	7%	12%	20%	31%	4%	-4%	-1	-5%	-5%
CCOC(=O)c1sc2nc(C)nc(SC(C)C(=O)NC3CC3)c2c1C (stereo not drawn)	-8%	-7%	1%	28%	18%[2.33 µM]	-21%	-3	14%	14%

Screening data from PubChem.
